CBFb RUNX1 block = CBF-beta/RUNX1 interaction disruption | Potency, µM (series often up to 59.8 µM), for the others: at the top dose activity, negative = inhibition, usual class: inhibitors | 230,000 tested, under 10 active | AlphaScreen CBFb-His/RUNX1-biotin binding, biochemical | Q01196+Q13951; further: % of control where 0% means no effect
Target sequence (Q01196 whole entry, looked up): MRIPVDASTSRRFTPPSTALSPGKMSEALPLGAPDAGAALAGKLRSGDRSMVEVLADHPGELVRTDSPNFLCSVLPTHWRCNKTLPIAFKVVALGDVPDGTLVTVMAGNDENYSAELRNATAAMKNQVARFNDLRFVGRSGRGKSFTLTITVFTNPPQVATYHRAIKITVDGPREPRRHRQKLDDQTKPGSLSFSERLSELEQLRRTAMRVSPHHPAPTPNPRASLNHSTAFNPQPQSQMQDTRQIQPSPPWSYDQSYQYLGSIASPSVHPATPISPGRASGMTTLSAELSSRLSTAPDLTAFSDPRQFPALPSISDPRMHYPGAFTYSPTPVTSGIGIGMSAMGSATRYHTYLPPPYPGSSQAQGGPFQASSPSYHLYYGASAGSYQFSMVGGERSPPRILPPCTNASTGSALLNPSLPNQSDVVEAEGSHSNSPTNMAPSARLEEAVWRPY
Target sequence (Q13951 whole entry, looked up): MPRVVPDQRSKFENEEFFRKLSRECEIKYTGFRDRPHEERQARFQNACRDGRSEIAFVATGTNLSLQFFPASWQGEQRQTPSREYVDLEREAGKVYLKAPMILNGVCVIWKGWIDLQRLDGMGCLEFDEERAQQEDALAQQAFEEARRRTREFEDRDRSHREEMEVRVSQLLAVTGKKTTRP
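Interaction loss through any mechanism counts as activity. Pre-formed complex of His-CBF-beta and biotin-RUNX1 (30 nM apiece) is incubated with compound 15 min, then with 50 ng nickel and 50 ng streptavidin beads for 90 min before AlphaScreen detection.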
Luc counter = counter-screen: inhibitors of Kinase-Glo firefly luciferase; Q27757; Kinase-Glo luciferase, ATP luminescence, 8 min; Potency, µM (doses to about 38.3 µM), inactives show top-dose activity change, negative = inhibition, actives largely listed as inhibitors; 200,000 tested, 0.28% active; AID 1379; further: potency means the concentration at half of the fitted maximal effect; on the % scale 0 is the no-effect control and ±100 the full control effect; nearly all actives have a fitted effect of over 60% in size
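Light output from Kinase-Glo luciferase with luciferin and 10 uM ATP in 50 mM imidazole pH 7.2, KCl, MgCl2, Tween 20, BSA; compound pin-delivered, 8-min ambient incubation, then luminescence read.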
NPSR antag = neuropeptide S receptor (human) antagonism, cAMP | CHO-NPSR cells, cAMP TR-FRET, antagonist mode | Potency, µM (series often up to 38.3 µM), without a hit: top-dose activity change, negative = inhibition, usual class: inhibitors | 220,000 tested, 1% active | AID 1461; further: potency means the concentration at half of the fitted maximal effect; on the % scale 0 is the no-effect control and ±100 the full control effect; nearly all actives have a fitted effect of over 50% in size; many of its hits are not listed in these tables
Target sequence (Q6W5P4 whole entry, looked up): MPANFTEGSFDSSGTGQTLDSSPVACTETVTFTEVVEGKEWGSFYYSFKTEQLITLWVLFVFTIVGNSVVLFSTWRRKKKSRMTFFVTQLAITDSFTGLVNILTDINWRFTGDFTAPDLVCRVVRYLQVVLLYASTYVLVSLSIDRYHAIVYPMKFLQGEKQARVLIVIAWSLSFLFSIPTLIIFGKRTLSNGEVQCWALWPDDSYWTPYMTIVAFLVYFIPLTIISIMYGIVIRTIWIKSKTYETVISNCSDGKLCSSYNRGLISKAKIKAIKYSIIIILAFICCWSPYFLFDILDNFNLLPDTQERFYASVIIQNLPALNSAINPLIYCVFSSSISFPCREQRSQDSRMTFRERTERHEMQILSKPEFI
HTT aggregate = inhibitors of mutant huntingtin aggregate formation in PC12 cells | 220,000 tested, 1.1% active | Potency, µM (doses to about 46.1 µM), inactives show top-dose activity change, negative = inhibition, hits mostly inhibitors | PC12 HttQ103-GFP aggregates, Acumen cytometry, 40 h; further: potency means the concentration at half of the fitted maximal effect; on the % scale 0 is the no-effect control and ±100 the full control effect; nearly all actives have a fitted effect of over 60% in size
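Multiplexed with ATP-based cell death, this channel scores GFP aggregates in PC12 cells expressing inducible HTTex1-Q103-GFP. Induction used 100 nM tebufenozide; compounds were tested in concentration series.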
IMPase Li cell = cell-permeable IMPase inhibitors with lithium potentiation; Potency, µM (top dose mostly 59.4 µM), without a hit: top-dose activity, negative = IMPase inhibition, most hits filed as inhibitors; CHO-M1 cells, IP1 TR-FRET (IP-One), carbachol + lithium; 210,000 tested, 0.35% active;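 further: IP1 builds up when IMPase is blocked and the TR-FRET signal falls; potency means the concentration at half of the fitted maximal effect; plate controls were basal vehicle for no effect and high inhibitor control for full effect; nearly all actives have a fitted effect of over 50% in size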
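Test compounds were applied to CHO-M1 cells previously cultured for 16–30 h at 2000 per well. A small lithium amount accompanied them; after 30 min at 37C, IP1 was quantified by TR-FRET.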
Epigenetic derep = regulators of epigenetic silencing causing reporter derepression in mouse cells; 280,000 tested, 0.2% active; AID 1865; murine LDR cells, GFP reporter derepression, 30 h; Potency, µM (doses to about 53.9 µM), for inactives: top-dose GFP activation, usual class: activators; further: potency means the concentration at half of the fitted maximal effect; % of control where 0% means no effect; nearly all actives have a fitted effect of over 60% in size
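Murine LDR cells carrying a silenced, genomically integrated CMV-driven GFP reporter were exposed to compound for 30 hours at 37 C. After PBS washes, GFP-positive cells (20–120 um objects) were counted by laser-scanning microplate cytometry.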
LMNA splice mod = LMNA splicing modulation. 200,000 tested, 0.01% active. Potency, µM (highest dose often 46.1 µM), for inactives: at the top dose ratio change, negative = inhibition, most hits filed as inhibitors. HeLa LMNA splicing GFP/RFP minigene ratio, 48 h; active means well fitted inhibition curve with a large enough effect in the signal ratio, with a control signal flat, not every such curve was filed as active; inconclusive means small, poorly fitted or top-dose-only effect, or effect the other way, or a change in a side signal; the % refers to the signal ratio; further: potency means the concentration at half of the fitted maximal effect; on the % scale 0 is the no-effect control and ±100 the full control effect
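S3 HeLa cells stably expressing lamin A-EGFP splicing minigene plus DsRed2, 600 cells/well, 48 h compound exposure at 37C. Laser-scanning cytometry; analysed as GFP (500-530 nm)/RFP (575-640 nm) total intensity ratio; 0.5% DMSO vehicle.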
Numbers without * were called inactive; ? = inconclusive; / = no result given; & = joins results of further samples; [ ] = dose if it differs, or a comment. Unless noted, the call rests on the fitted dose curve; in most records, active means well fitted curve in the direction sought with a large enough effect; inconclusive means small, poorly fitted or top-dose-only effect, or another doubt; inactive means no such curve, though single readings can be large; an effect the other way counts as inactive or inconclusive. These rows are one share of the data; rates above refer to the full screens.

SMILES | CBFb RUNX1 block | Luc counter | NPSR antag | HTT aggregate | IMPase Li cell | Epigenetic derep | LMNA splice mod
CC(O)c1nc2ccccc2n1C1CCCCC1 (configuration not stated) | 7% | 3% | 11%[46.1 µM] | -10% | 14%[38.3 µM] | 0.2% | -11%
CCOC(=O)c1cc(C)sc1NC(=O)C1CCC1 | 8% | -2% | -14%[46.1 µM] | 11% | 8%[38.3 µM] | -0.7% | 13%
Clc1ccc(-c2ccccc2)nn1 | 10% | / | -7% | -12%[9.22 µM] | / | -1.0% | /
COc1ccc(-c2cc(C(=O)Nc3c(C)n(C)n(-c4ccccc4)c3=O)no2)cc1OC | -4% | -1% | 9% | 2% | 9% | 0.0%&-1.8% | /
Cc1ccccc1CSc1nc2c(c(=O)[nH]1)CCCC2 | 2% | 17% | 6%[46.1 µM] | -27% | 27%[38.3 µM] | 1.5% | 6%
CC(C)(C)NC(=O)CC(c1ccccc1)c1ccccc1O (configuration not stated) | 1% | 1% | -10%[46.1 µM] | -6% | 5%[38.3 µM] | 6.8% | 7%
N#Cc1cc2[nH]c(=O)c(=O)[nH]c2cc1[N+](=O)[O-] | 2% | -3% | / | / | 2% | -0.4% | /
O=C(COC(=O)COc1cccc(Br)c1)Nc1c(Cl)cccc1Cl | 6% | -3% | 9% | 10% | -16% | 0.0% | 0%
CCCC(=O)N1CC(=O)Nc2ccc(F)cc2C1c1ccccc1 (configuration not stated) | -3% | -3% | -14%[46.1 µM] | -1% | -3%[38.3 µM] | -1.0% | -8%
COc1cccc(NC(=O)C2C3C=CC(O3)C2C(=O)NCc2cccnc2)c1 (configuration not stated) | 3% | -3% | ? | 19% | -24%[38.3 µM] | 7.2% | 24%
COc1cc(/C=C/C(=O)OCC(=O)NC(=O)NC(C)C)cc(S(=O)(=O)N2CCc3ccccc32)c1OC | -11% | -3% | -19% | 17% | 5% | 4.7% | -28%[46 µM]
COc1ccccc1NC(=S)NC1CC2CCC1C2 (configuration not stated) | 13% | / | -2% | 6%[9.22 µM] | / | 1.8% | /
Cn1c(SCc2nc(-c3ccc(Cl)cc3)no2)nnc1-c1cccs1 | -2% | 3% | -12%[46.1 µM] | 28%[9.22 µM] | 0%[38.3 µM] | -4.6% | -19%
O=C(O)C(Cc1c[nH]c2ccccc12)N1C(=O)C2C3c4ccccc4C(c4ccccc43)C2C1=O (configuration not stated) | -2% | -1% | -6% | -20%[9.22 µM] | 4% | 1.1% | 16%[46 µM]
CCC1=C(OC(=O)N(CC)CC)N2C(=O)OC(=NCC3CC3)[C@]2(Cc2ccccc2)[C@H]2C1=CC[C@H]1C(=O)N(CC(=O)OC)C(=O)[C@H]12 | -1%&-3% | -1% | -44% | 28%[9.22 µM] | -1% | 0.4%&1.6% | /
Cn1c(N)c(C(=O)COC(=O)Cc2ccsc2)c(=O)n(C)c1=O | 6% | -2% | 28%[46.1 µM] | -9% | 11% | 0.0% | -6%
O=C(Nc1c(C(=O)N2CCOCC2)cnn1-c1ccccc1)c1ccccc1 | 2% | -2% | -12%[46.1 µM] | 23% | -6%[38.3 µM] | 0.0% | 15%
CNC(=O)[C@@]1(C)C=C[C@@H](Cc2ccccc2)N1C(C)=O | 7% | -3% | / | / | -10% | 0.4% | /
COC(=O)c1ccccc1NS(=O)(=O)c1ccc(O)c(C(=O)O)c1 | 5% | 1% | -8%[46.1 µM] | 3% | 17%[38.3 µM] | 0.0% | -10%
COc1ccc(/C=C(\C#N)C(=O)N2CCOCC2)cc1Br | 4% | -3% | -14%[46.1 µM] | -15% | 2%[38.3 µM] | -3.2% | 3%
Cc1cc(C(=O)O)ccc1-n1c(C)cc(/C=C(/C#N)C(=O)Nc2ccccc2)c1C | -17% | / | ? | -10%[9.22 µM] | -4% | 1.2% | /
CC(C)c1ccc(NC(=S)N2CCN(Cc3ccccc3)CC2)cc1 | 8% | -4% | -12% | -11% | 16% | 1.1% | /
COc1ccc(S(=O)(=O)Nc2cc(C(C)C)c(O)cc2C)cc1 | 0% | 0% | -24%[46.1 µM] | 7% | 33%[activator][38.3 µM] | 0.0% | 6%
COc1cc(CN(C2CCCCC2)S(=O)(=O)c2ccc(S(=O)(=O)N(C)C3CCCCC3)cc2)cc(OC)c1OC | -22% | 1% | 1% | -23% | -9% | -1.1% | -7%
O=C(c1ccccc1)N1CCC(O)(c2ccc3c(c2)OCO3)CC1 | 4% | 4% | 4% | -5% | 7% | -1.0% | -5%
COc1ccccc1NC(=O)CS(=O)(=O)c1cccc2nsnc12 | -2% | / | 4%[46.1 µM] | 11% | / | -4.1% | 2%
Cc1cccc(-n2c(Cc3ccccc3)nnc2SCC(=O)N2CCOCC2)c1 | 1% | -2% | -6%[46.1 µM] | 3% | 0%[38.3 µM] | -5.5% | 1%
O=C(Cc1cn(Cc2cccc(Cl)c2)c2ccccc12)N1CCCCCC1 | -12% | 3% | ? | -5% | 13% | -1.1% | ?
CCOC(=O)c1c(C)c(C(=O)Nc2ccc(F)cc2)c(C)n1C | 6% | 3% | -14% | -2% | -7% | 6.1% | /
CC1CCc2cccc3c2N1c1cc(C#N)c(C#N)cc1O3 (configuration not stated) | ? | 0% | -30%[46.1 µM] | 4% | 2%[38.3 µM] | 5.0% | ?

Fetched one by one from above:
SMILES | CBFb RUNX1 block | Luc counter | NPSR antag | HTT aggregate | IMPase Li cell | Epigenetic derep | LMNA splice mod
O=C(Nc1c(C(=O)N2CCOCC2)cnn1-c1ccccc1)c1ccccc1 | 2% | -2% | -12%[46.1 µM] | 23% | -6%[38.3 µM] | 0.0% | 15%
Cc1cccc(-n2c(Cc3ccccc3)nnc2SCC(=O)N2CCOCC2)c1 | 1% | -2% | -6%[46.1 µM] | 3% | 0%[38.3 µM] | -5.5% | 1%

Other entries follow:
SMILES | CBFb RUNX1 block | Luc counter | NPSR antag | HTT aggregate | IMPase Li cell | Epigenetic derep | LMNA splice mod
Oc1oc(C=Nc2ccc(F)cc2F)c2ccccc12 | 17% | -2% | 0% | -2% | -1% | -2.1% | /
COc1ccccc1N1CCN(/N=C/c2cccc(OC)c2OC)CC1 | -7% | 1% | -3% | 17% | 10% | 1.1% | ?
Cc1cc(Br)c(Cl)cc1NC(=O)CN1C(=O)C2C3CC(c4ccccc4)C(C3)C2C1=O (configuration not stated) | -2% | 3% | -35% | ? | 5% | 0.0% | ?
CCCCN1CCC[C@@H]1CNC(=O)c1cc(C#N)c2ccccc2c1OC | 27%[21.7 µM] | -1% | / | / | 40%[activator] | -0.1% | /
Cc1cc(C)c(Cn2c(=O)n(CCCC(=O)NCc3ccco3)c(=O)c3sccc32)c(C)c1 | -3% | 6% | 3%[46.1 µM] | 16%[9.22 µM] | -6%[38.3 µM] | 0.0% | 2%
NNC(=S)Nc1ccc(OC(F)(F)F)cc1 | 9% | / | 20% | -3%[9.22 µM] | / | -1.3% | /
CCc1ccc(-n2cc(-c3ccc(F)cc3)[n+]3c2SCCC3)cc1 | 3% | 0% | -10% | ? | 25% | -1.4% | -21%[46 µM]
CC(/C=N/NC(=O)c1ccc2nc(C)[nH]c2c1)=C\c1ccccc1 | -4% | -7% | -16% | 12% | -6% | 0.0% | -8%
CC(C)N(Cc1ccccc1)C(=O)COC(=O)c1cnccn1 | -2% | -2% | 13% | 35% | 2% | -1.7% | /
COC(=O)c1ccc(NC(=O)CCNS(=O)(=O)c2cccc3nonc23)cc1 | 5% | 2% | -3%[46.1 µM] | -7% | 20%[38.3 µM] | 0.9% | -9%
O=C(COc1ncnc2sccc12)N1CCN(c2ccccc2)CC1 | -2% | / | -23% | -9%[9.22 µM] | / | 3.2% | /
CO/N=C/c1ccc(Oc2ccc([N+](=O)[O-])cc2[N+](=O)[O-])c(OC)c1 | ? | -4% | 1% | ? | 12% | -1.0% | ?
CCOC(=O)N1CCC(NS(=O)(=O)c2ccc(C)c(Cl)c2)CC1 | -7% | / | 9% | 9%[9.22 µM] | / | 0.1% | /
COc1ccc(OC)c(-n2c(-c3ccc(S(C)(=O)=O)cc3)cc(C=O)c2C)c1 | -16% | 0% | ? | ? | -14%[38.3 µM] | -0.4% | 7%
CN(C)CCCN(C(=O)COc1ccccc1)c1nc2c(Cl)cccc2s1 | -2% | -1% | -24% | 6% | -2% | 1.2% | ?
Cc1cccc(NC(=O)c2cc([N+](=O)[O-])ccc2Cl)c1O | -3% | 0% | -2% | -17% | 18% | 2.4% | -12%[46 µM]
CCC1(C)Cc2c(sc3nnn(CC(=O)Nc4cccc5ccccc45)c(=O)c23)CO1 (configuration not stated) | -3% | -2% | -21%[46.1 µM] | -10% | -3%[38.3 µM] | 1.2% | 22%
c1ccc(CCNc2ncnc3nc[nH]c23)cc1 | 5% | 0% | 10%[46.1 µM] | 11µM* | 20%[38.3 µM] | -2.1% | -4%
CC1(C)COC(Cn2c3ccccc3c3ccccc32)O1 (configuration not stated) | 25% | / | -44% | -9%[9.22 µM] | / | 2.4% | /
CCC(C)NC(=O)c1nc2c(nnn2Cc2ccccc2Cl)c(=O)[nH]1 (configuration not stated) | 13% | -3% | 28% | -33%[9.22 µM] | 3% | 0.1% | ?
Cc1cc(C)nc(NS(=O)(=O)c2ccc(NC(=O)C3(c4ccccc4)CCCC3)cc2)n1 | -6% | / | -10%[46.1 µM] | -5% | / | -0.9% | -7%
COc1cccc(N2CC(C(=O)Oc3ccc4ccccc4c3)CC2=O)c1 (configuration not stated) | -3% | 0% | -1%[46.1 µM] | -4%[9.22 µM] | -19%[38.3 µM] | -3.1% | 4%
CCCCOc1ccc(-c2ncc([N+](=O)[O-])cn2)cc1 | 2% | / | 9% | -13%[9.22 µM] | / | -1.0% | /
O=C(CCCCl)OCc1cn(-c2ccc(Cl)cc2)nn1 | -2% | -1% | 14% | -9% | -3% | -1.4% | -2%[9.22 µM]
COc1ccc(NC(=O)Cc2coc3ccc4ccccc4c23)cc1S(=O)(=O)N1CCOCC1 | -11% | 1% | -14% | 17% | 1% | -1.1% | ?
COc1ccc(CSCC(=O)Nc2ccccc2SC)cc1 | 26% | 2% | -9% | -26% | 1% | -1.6% | -21%
O=C(NC1CCCCC1)C(c1ccncc1)N(Cc1ccc2c(c1)OCO2)C(=O)c1cnsn1 (configuration not stated) | 9% | 9% | -13%[46.1 µM] | -22% | 11% | -2.2% | -11%
O=C(c1cc2cc(C(F)(F)F)ccc2s1)N1CCOCC1 | 3% | -1% | 9% | 5% | -7% | -0.4% | 10%[46 µM]
CC(C)CCN1CCC(N)=NC1=O | 4% | -2% | 15% | -2% | -2% | 1.5% | /

Screens from PubChem BioAssay.
